# Screening results deposited in PubChem by National Center for Advancing Translational Sciences (NCATS).
# KB-3-1 cytotox – kills parental KB-3-1 adenocarcinoma cells. KB-3-1 viability, CellTiter-Glo ATP luminescence, 72 h. actives 1.4% (n = 400,000). Potency, µM (titrated, usually from 46.1 µM), for inactives: top-dose activity change, negative = cytotoxic, usual class: cytotoxic. AID 1347075; note: potency is the fitted concentration of half-maximal effect; % is set by controls: 0 for no effect and ±100 for the full control effect; nearly all actives have a fitted effect of over 60% in size
#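 Using CellTiter-Glo luminescence, growth of non-resistant KB-3-1 adenocarcinoma cells is assessed 72 h after pin-tool compound addition at 37 °C. Normalized responses across the concentration series yield fitted curves.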
# D3 ag – agonists of human D3 dopamine receptor | P35462 | D3R DiscoveRx beta-arrestin cells, luminescence, 90 min | actives 0.58% (n = 410,000) | max activation, % | AID 652048; in the data active = max activation above about 30%; note: 0% is about no effect; mostly tested at two doses, the higher about 12 µM
# Target sequence (P35462 whole entry, looked up): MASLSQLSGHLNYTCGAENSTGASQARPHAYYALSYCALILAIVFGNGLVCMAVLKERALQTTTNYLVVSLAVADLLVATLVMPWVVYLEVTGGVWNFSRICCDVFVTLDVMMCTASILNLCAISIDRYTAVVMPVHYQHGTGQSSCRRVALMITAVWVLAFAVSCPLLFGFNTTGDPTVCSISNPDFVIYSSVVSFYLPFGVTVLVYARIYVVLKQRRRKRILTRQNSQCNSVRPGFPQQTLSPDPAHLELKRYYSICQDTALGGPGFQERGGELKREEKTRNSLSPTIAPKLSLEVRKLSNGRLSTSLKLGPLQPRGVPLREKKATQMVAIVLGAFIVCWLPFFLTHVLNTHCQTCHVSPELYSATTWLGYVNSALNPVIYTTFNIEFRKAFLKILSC
#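 Agonist mode: compounds and dopamine controls were applied to plated cells for 90 min at 37 degrees C after an overnight attachment at 1500 cells/well. Luminescent read-out followed 30 - 60 minutes at room temperature with DiscoveRx detection reagent.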
# HT1080-NT tox – kills 2HG-producing HT-1080-NT fibrosarcoma cells. HT-1080-NT fibrosarcoma viability, CellTiter-Glo ATP luminescence, 48 h. Potency, µM (doses to about 46.1 µM), without a hit: at the top dose activity, negative = less viability, hits mostly cytotoxic. actives 1.6% (n = 360,000);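 note: NT is the 2HG producing partner of a matched IDH1 knockdown line; potency is the fitted concentration of half-maximal effect; 0% = DMSO-treated cells and -100% = media-only wells without cells; nearly all actives have a fitted effect of over 55% in size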
#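 Luminescent CellTiter-Glo readout after 48 hours of compound exposure at 37 degrees C defined viability of HT-1080-NT cells. Activity was normalized to DMSO wells and cell-free media wells; concentration-response curves were fitted and assigned curve classes.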
# HT1080 IDH1KD tx – toxicity to HT-1080 IDH1 knockdown cells (counter line); HT-1080 IDH1 knockdown viability, ATP luminescence, 48 h; Potency, µM (doses to about 46.1 µM), without a hit: at the top dose activity, negative = toxicity, hits mostly cytotoxic; actives 2% (n = 360,000); AID 686971;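 note: potency is the fitted concentration of half-maximal effect; 0% = DMSO wells and -100% = cell-free medium wells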
#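 Viability of IDH1-knockdown HT-1080 fibrosarcoma cells was assessed by CellTiter-Glo after 48 h at 37 °C with titrated compound; concentration-effect curves were classified by fit quality and response size.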
# IL-1B inflam inh – blocks inflammasome-driven IL-1 beta release. actives 4.7% (n = 360,000). activity change, % at 57.5 µM. THP-1 LPS/ATP IL-1B secretion, AlphaLISA, 16 h; stronger effect = lower value; in the data active = activity change below about -50%; inconclusive = mostly about -30% to -49%; note: % is set by controls: 0 for no effect and ±100 for the full control effect
#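 THP-1 cells pretreated 1 hr with compounds (up to 57.5 uM final), then stimulated with LPS (250 ng/mL final) plus ATP (1.25 mM final); secreted IL-1B measured by AlphaLISA after 16 hr, decreased signal indicating inhibition.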
# MCF10A rereplic – inducers of DNA re-replication in MCF 10A breast cells; MCF 10A DNA re-replication, Hoechst nuclear intensity, 48 h; Potency, µM (titrated, usually from 46.1 µM), without a hit: top-dose activity, positive = re-replication, usual class: activators; actives 2.9% (n = 350,000); AID 624296; note: potency is the fitted concentration of half-maximal effect; % of control where 0% means no effect; nearly all actives have a fitted effect of over 50% in size
# KB-V1 MDR tox – KB-V1 MDR subline cytotoxicity; KB-V1 MDR cells viability, CellTiter-Glo, 72 h; Potency, µM (top dose mostly 46.1 µM), inactives show top-dose activity change, negative = cytotoxicity, actives largely listed as cytotoxic; actives 3.4% (n = 400,000); AID 1347076; note: potency is the fitted concentration of half-maximal effect; % is set by controls: 0 for no effect and ±100 for the full control effect; nearly all actives have a fitted effect of over 60% in size
#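 Potencies derive from concentration-effect curves fitted to normalized luminescence (CellTiter-Glo) of KB-V1 cells treated for 72 h at 37 degrees C in phenol-red-free DMEM containing 10% FBS.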
# HEK293 tox – cytotoxicity counter-screen for GLP-1 receptor inverse agonists | HEK293 cAMP-luciferase reporter cells, luminescence, 24 h | Potency, µM (highest dose often 38.3 µM), for the others: at the highest dose activity change, negative = inhibition, actives largely listed as inhibitors | actives 0.13% (n = 410,000) | AID 624418;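 note: loss of luciferase light is scored as toxicity; potency is the fitted concentration of half-maximal effect; % is set by controls: 0 for no effect and ±100 for the full control effect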
#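 Here, cytotoxicity is scored as loss of luminescence. The MLSMR collection was tested on cells seeded in medium containing 10% Nu serum, with a 24 hr compound exposure preceded by 12 hours of culture.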
# SW480 rereplic – DNA re-replication induction in SW480 cells; AID 624297; Potency, µM (top dose mostly 46.1 µM), without a hit: at the top dose re-replication activation, usual class: activators; SW480 DNA re-replication, Hoechst DNA content imaging, 48 h; actives 1.8% (n = 340,000); note: potency is the fitted concentration of half-maximal effect; % of control where 0% means no effect; nearly all actives have a fitted effect of over 55% in size
#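 Treated cells incubate 48 hr (37 C, 5% CO2), are stained 40 min with Hoechst, and nuclear fluorescence is enumerated; a rise in nuclei with high DNA signal marks re-replication.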
# Starred values were filed as active, the others as inactive; ? = inconclusive; . = no result given; & = joins results of further samples; ! = repeats disagree; [ ] = another dose, or the depositor's remark. Unless noted, calls come from the whole dose curve; as a rule, active = well fitted curve in the direction sought with a large enough effect; inconclusive = small, poorly fitted or top-dose-only effect, or another doubt; inactive = no such curve, though single readings can be large; an effect the other way counts as inactive or inconclusive.
nr	structure	KB-3-1 cytotox	D3 ag	HT1080-NT tox	HT1080 IDH1KD tx	IL-1B inflam inh
1	O=C(COC(=O)c1ccccc1SCC(=O)N1CCCC1)Nc1ccccc1	5%	0	17%	0%	28
2	CCc1ccc(NC(=S)N(CCN2CCOCC2)Cc2ccccc2F)cc1	-3%	-12	0%	-2%	0
3	COc1ccccc1N(CC(=O)Nc1ccccc1F)S(C)(=O)=O	-6%	1	.	.	.
4	Nc1cccc(-n2cccc2)c1	4%	-3	-4%	0%	-19
5	Cc1nn(-c2ccccc2)c(/N=C/c2ccccc2O)c1-c1ccccc1	20%	-10	3%	-12%	-10
6	O=C(CN1CCN(c2ccccc2F)CC1)NC(=O)NC1CCCCC1	4%	-5	-3%	-2%	-1
7	COc1ccc(C(CNC(=O)CN2C(=O)NC3(CC(C)CC(C)(C)C3)C2=O)N2CCOCC2)cc1 (configuration not stated)	9%	17	12%	-2%	-2
8	CN1C2CCC1CC(NC(=O)CSc1ccc(C(C)(C)C)cc1)C2 (configuration not stated)	-3%	-5	-2%	-2%	0
9	CCCCCCC(=O)N1CCN(c2cc3c(cc2F)c(=O)c(C(=O)O)cn3CC)CC1	-6%	-10	1%	-1%	-5
10	CC(Sc1nnc(N)s1)C(=O)NNC(=O)c1cccc(Cl)c1 (configuration not stated)	0%	1	1%	14%	8
11	COc1ccc(CCNC(=O)C(=O)NCC(c2cccs2)S(=O)(=O)c2ccccc2)cc1 (configuration not stated)	-25%	-5	.	.	.
12	O=C(Cc1ccccc1)NC(CSSCC(NC(=O)Cc1ccccc1)C(=O)O)C(=O)O (configuration not stated)	15%	3	0%	7%	1
13	O=C(c1cccs1)N1N=C(c2ccccc2)CC1c1ccccc1O (configuration not stated)	3%	4	-28%	-22%	-79*
14	COc1ccc(NC(=O)CN(C)C(=O)c2c(-c3ccccc3Cl)noc2C)cc1	1%	8	-1%	0%	7
15	O=C(OCC(=O)N1CCc2ccccc21)c1ccc[n+]([O-])c1	1%	0	29%	17%	16

nr	MCF10A rereplic	KB-V1 MDR tox	HEK293 tox	SW480 rereplic
1	-1%	0%	-11%	12%
2	2%	?	-4%	1%
3	.	-10%	-3%	.
4	-2%	?	-17%	-7%
5	9%	-2%	4%	-240%[inhibitor]
6	?	0%	0%	19%
7	6%	12%	5%	-13%
8	9%	-4%	1%	-4%
9	-8%	-21%	-13%	-3%
10	-2%	12%	10%	-2%
11	.	-18%	-11%	.
12	-1%	6%	-20%	0%
13	?	-19%	-14%	?
14	15%	-19%	2%	-9%
15	-1%[9.22 µM]	2%	-5%	-3%[9.22 µM]

# Other compounds.
nr	structure	KB-3-1 cytotox	D3 ag	HT1080-NT tox	HT1080 IDH1KD tx	IL-1B inflam inh
16	CCOC(=O)CSc1nnc(CSc2nc3sc4c(c3c(=O)[nH]2)CCCC4)n1-c1ccccc1	22%	17	-1%	10%	-6
17	COC(=O)C1=C(C)N(CCc2ccc(OC)cc2)C(=O)C1	16%	-10	-1%	5%	-10
18	CC(C)(C)C(=O)Cn1nc(Cl)nc1Cl	-16%	3	11%	9%	5
19	CC(C)CCSc1nc2c(c(=O)[nH]c(=O)n2C)n1CCCc1ccccc1	-5%	5	11%	3%	4
20	O=C1/C(=C/c2ccccn2)SC(=S)N1NS(=O)(=O)c1ccccc1	2%	3	-5%	1%	-16
21	Cc1ccnc(NC(c2cccnc2)c2ccc3cccnc3c2O)c1 (configuration not stated)	-25%	-3	?	?	124
22	O=C(COc1coc(CN2CCc3ccccc32)cc1=O)Nc1cccc(F)c1	4%	-10	-7%	1%	7
23	Cc1c(C)c2ccc(OCC(=O)NCCCn3ccnc3)cc2oc1=O	4%	2	1%	3%	-10
24	O=C(Nc1nc2ccc(F)cc2s1)c1ccc([N+](=O)[O-])o1	?	-9	?	-27%	-101*
25	Cc1cc(NC(=O)CSc2n[nH]c(=O)[nH]c2=O)ccc1Br	16%	6	1%	-10%	15
26	COc1ccc(N)cc1-n1c(C)ccc1C	-14%	2	-11%	-19%	?
27	COc1ccc(-c2nn(-c3ccccc3)cc2C(=O)N2CCN(S(=O)(=O)c3ccccc3[N+](=O)[O-])CC2)cc1	-10%	0	-4%	-9%	-23
28	O=C(CC(=O)N1CCN(c2ccccn2)CC1)Nc1ccc2nc3n(c(=O)c2c1)CCCCC3	4%	-1	3%	-1%	-25
29	Cc1cc(S(=O)(=O)NCC(C)C)ccc1OCC(=O)NCc1ccccn1	1%	-2	-4%	0%	41
30	Cn1c(CNC(=O)C2CCCCC2)cc2ccccc21	-5%	-9	10%	12%	9

nr	MCF10A rereplic	KB-V1 MDR tox	HEK293 tox	SW480 rereplic
16	?	12%	3%	-1%
17	11%	0%	13%	?
18	-1%	4%	-4%	0%
19	9%	?	4%	-9%
20	-7%	8%	7%	-2%
21	?	?	-4%	3.3µM*
22	6%	1%	2%	-8%
23	0%	4%	8%	-8%
24	.	?	1%	.
25	0%	-3%	7%	2%
26	4%	?	24%	0.52µM*
27	-6%	18%	1%	2%
28	1%	-16%	-17%	-13%
29	1%	?	-14%	-4%
30	-3%	1%	3%	-5%

# Four records picked at random from the list so far, as already listed:
nr	structure	KB-3-1 cytotox	D3 ag	HT1080-NT tox	HT1080 IDH1KD tx	IL-1B inflam inh
7	COc1ccc(C(CNC(=O)CN2C(=O)NC3(CC(C)CC(C)(C)C3)C2=O)N2CCOCC2)cc1 (configuration not stated)	9%	17	12%	-2%	-2
18	CC(C)(C)C(=O)Cn1nc(Cl)nc1Cl	-16%	3	11%	9%	5
30	Cn1c(CNC(=O)C2CCCCC2)cc2ccccc21	-5%	-9	10%	12%	9
4	Nc1cccc(-n2cccc2)c1	4%	-3	-4%	0%	-19

nr	MCF10A rereplic	KB-V1 MDR tox	HEK293 tox	SW480 rereplic
7	6%	12%	5%	-13%
18	-1%	4%	-4%	0%
30	-3%	1%	3%	-5%
4	-2%	?	-17%	-7%

# (continued)
nr	structure	KB-3-1 cytotox	D3 ag	HT1080-NT tox	HT1080 IDH1KD tx	IL-1B inflam inh
31	COc1ccc(CCNC(=O)c2cnc3ccccc3n2)cc1	-16%	-2	-7%	-10%	-5
32	COc1ccc(S(=O)(=O)Nc2noc3ccccc23)cc1	15%	3	8%	0%	0
33	CSc1nc(C)c(CCOC(=O)c2ccccc2)c(=O)[nH]1	-1%	1	?	13%	3
34	O=C(Cc1ccc2c(c1)OCCO2)N1CCN(c2ccccc2)CC1	27%	7	-5%	0%	5
35	CSCCC(NC(=O)COc1ccccc1)C(=O)NCC(C)(C)N1CCOCC1 (configuration not stated)	-1%	1	1%	6%	17
36	COC(=O)c1ccccc1NC(=O)c1cccc(COc2ccccc2Cl)c1	?	1	?	?	-7
37	O=C1c2ccccc2NC(c2cccc(F)c2)N1Cc1ccco1 (configuration not stated)	-7%	-25	-26%	?	-3
38	COc1ccccc1CC(=O)Nc1ccc(S(=O)(=O)N2CCN(C)CC2)cc1	-1%	2	9%	27%	-1
39	C=CCNC(=O)NC(=O)COC(=O)CC(NC(N)=O)c1ccc(Cl)cc1 (configuration not stated)	-2%	2	8%	10%	-3
40	CCOc1ccc(S(=O)(=O)N2CCN(C(=O)c3oc4ccc(OC)cc4c3C)CC2)cc1	?	8	-20%	-12%	?
41	COc1cc(C)c(NC(=S)Nc2ccc(Cl)c(Cl)c2)cc1OC	-1%	-4	-4%	-5%	-4
42	Nn1c(SCC(=O)NCCN2C(=O)CSC2=O)nnc1-c1ccc(OC(F)F)cc1	3%	1	1%	8%	6
43	Cc1cccc(CSc2nc3[nH]ncc3c(=O)[nH]2)c1	-13%	1	-11%	-9%	-4
44	CCc1cccc(CC)c1NC(=S)NCCc1c(C)[nH]c2ccc(C)cc12	6.5µM*	-8	1%	-11%	?
45	CCCn1c(CN2CCCCC2C)nc2c1c(=O)n(C)c(=O)n2C (configuration not stated)	-2%	0	-11%	3%	19

nr	MCF10A rereplic	KB-V1 MDR tox	HEK293 tox	SW480 rereplic
31	-3%	-15%	10%	-6%
32	1%	2%	4%	-12%
33	-2%	13%	-5%	2%
34	-1%	-17%	1%	-6%
35	.	-1%	-1%	.
36	2.6µM*	?	-26%	?
37	?	-23%	14%	-2%
38	-2%	0%	4%	-7%
39	-11%	3%	-16%	?
40	6%	?	-5%	0%
41	?	-26%	63%[activator]	11%
42	-1%	-1%	11%	-6%
43	-8%	4%	8%	4%
44	?	5.8µM*	-14%	15µM*
45	1%	8%	2%	-2%

# (cont.)
nr	structure	KB-3-1 cytotox	D3 ag	HT1080-NT tox	HT1080 IDH1KD tx	IL-1B inflam inh
46	COc1ccccc1N1CCN(C(=O)C2CCCN(S(=O)(=O)c3ccc4c(c3)oc(=O)n4C)C2)CC1 (configuration not stated)	10µM*!	17&3	-3%	-17%	4
47	CCOc1ccc2c(c1)-c1c(ssc1=S)C(C)(C)N2C(=O)CSC1=NCCS1	-18%	-14	-2%	-11%	-54*
48	COc1ccccc1-c1noc(CCCC(=O)Nc2cccc(C(F)(F)F)c2)n1	-2%	-21	.	.	.
49	Cc1nc2ccccn2c1C(=O)NCc1ccc2c(c1)OCO2	-14%	-3	-23%	-1%	41
50	O=S(=O)(c1ccc2oc(=S)[nH]c2c1)N1CCOCC1	-4%	3	15%	11%	-11
51	Oc1ccccc1-c1nc2cnccn2c1Nc1ccc2c(c1)OCCO2	1%	2	-14%	-16%	13

nr	MCF10A rereplic	KB-V1 MDR tox	HEK293 tox	SW480 rereplic
46	21%	?	-5%&3%	-5%
47	6%	8.2µM*	17%[1.53 µM]	?
48	.	-10%	-5%	.
49	2%	16µM*	-7%	7%
50	6%	0%	-10%	-10%
51	16%	?	-31%	-6%
